Tau FP inhib – tau fibrillization inhibition (FP) | P10636 | K18 P301L tau heparin fibrillization, Alexa594 FP, 6 h | Potency, µM (titrated, usually from 57.7 µM), for inactives: at the top dose activity, negative = inhibition, hits mostly inhibitors | 280,000 tested, 0.39% active; also: % is scaled to controls: 0 for no effect and ±100 for the full control effect; nearly all actives have a fitted effect of over 55% in size
Target sequence (P10636 561-689 P618L limits assumed): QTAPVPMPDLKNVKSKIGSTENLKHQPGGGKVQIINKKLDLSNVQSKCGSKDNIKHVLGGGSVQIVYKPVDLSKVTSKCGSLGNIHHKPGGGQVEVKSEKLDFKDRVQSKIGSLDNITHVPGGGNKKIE
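Read-out: fluorescence polarization of Alexa 594-labeled tau (0.24 uM), 555 nm excitation, 632 nm emission. Mixtures held 15 uM unlabeled K18 P301L, compound and 20 uM heparin, pH 7 acetate buffer, incubated 6 hr at 37 C.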
Tau ThT inhib – blocks human tau fibril formation measured by thioflavin T | recombinant tau K18 P301L, heparin-induced fibrillization, ThT fluorescence | Potency, µM (titrated, usually from 57.4 µM), inactives show at the top dose activity, negative = inhibition, actives largely listed as inhibitors | 270,000 tested, 2.1% active | AID 1460; also: % is scaled to controls: 0 for no effect and ±100 for the full control effect; nearly all actives have a fitted effect of over 55% in size
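Heparin-induced fibrillization of the P301L-mutant K18 repeat-domain fragment of human tau was followed by ThT binding in quantitative high-throughput format.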
TRb-SRC2 inh – TRbeta-SRC2 interaction inhibition | P10828 | TRbeta-SRC2 peptide binding, fluorescence polarization; receptor liganded with 1 µM T3 | Potency, µM (series often up to 106 µM), inactives show at the top dose activity change, negative = inhibition, hits mostly inhibitors | 280,000 tested, 0.065% active;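 also: plate controls were bound peptide for no effect and peptide without receptor for full effect; nearly all actives have a fitted effect of over 50% in size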
Target sequence (P10828 whole entry, looked up): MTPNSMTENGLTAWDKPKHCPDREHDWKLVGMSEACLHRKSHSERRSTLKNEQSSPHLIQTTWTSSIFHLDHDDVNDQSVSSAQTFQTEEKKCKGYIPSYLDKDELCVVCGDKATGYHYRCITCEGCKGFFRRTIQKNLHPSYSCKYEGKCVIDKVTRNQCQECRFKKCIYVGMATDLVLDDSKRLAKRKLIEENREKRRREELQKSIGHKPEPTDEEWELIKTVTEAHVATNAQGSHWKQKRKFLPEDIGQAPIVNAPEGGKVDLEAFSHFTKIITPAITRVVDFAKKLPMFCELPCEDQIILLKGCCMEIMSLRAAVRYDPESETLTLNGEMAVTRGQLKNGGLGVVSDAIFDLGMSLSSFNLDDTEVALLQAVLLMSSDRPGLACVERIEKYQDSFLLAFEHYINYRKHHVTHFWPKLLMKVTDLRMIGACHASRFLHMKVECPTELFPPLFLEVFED
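Human TRb ligand-binding domain (0.6 uM) is mixed with 20 nM Texas Red SRC2 peptide and 1 uM T3; after compound addition and 5 hr at ambient temperature, polarization is measured and normalized to unbound and bound controls.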
Tau fluor cs – counter-screen for tau fibril formation inhibitors; tau K18 P301L Alexa594 fluorescence, heparin fibrillization; Potency, µM (titrated, usually from 57.7 µM), without a hit: at the highest dose activity change, negative = decrease; 280,000 tested, 0.93% active; AID 1463; also: % is scaled to controls: 0 for no effect and ±100 for the full control effect; nearly all actives have a fitted effect of over 55% in size
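Human tau K18 P301L (15 uM unlabeled, 0.24 uM Alexa 594-labeled) in 100 mM sodium acetate pH 7 with 20 uM heparin, 6 hr at 37 C. ThT 30 uM added, 1 hr ambient; Alexa 594 FP and total fluorescence read at 555/632 nm.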
RECQ1 inh – RECQ1 (human) helicase inhibition. RECQ1 DNA unwinding, red fluorescence kinetic read. P46063. Potency, µM (doses to about 57.3 µM), for the others: at the top dose activity, negative = inhibition, hits mostly inhibitors. 240,000 tested, 0.54% active;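 also: plate controls were vehicle for no effect and no enzyme for full effect; nearly all actives have a fitted effect of over 30% in size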
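50 nM RECQ1T1 preincubated 15 min with compound in Tris pH 8.0 buffer with MgCl2, DTT, Tween-20 and 2.5 ug/ml poly(dI-dC); started with 200 nM TAMRA/BHQ-2 forked duplex and 2 mM ATP. Unwinding read as fluorescence (525/598 nm), two reads 2 h apart.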
HTT ATP protect – cytoprotection in Huntington HTT-Q103 PC12 cell model | Potency, µM (doses to about 56.4 µM), inactives show cytoprotection (ATP increase), hits mostly activators | PC12 HTT-Q103 induced, cytoprotection, ATP luminescence, 40 h | AID 1471 | 230,000 tested, 0.14% active;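 also: % of control where 0% means no effect; nearly all actives have a fitted effect of over 45% in size; toxic huntingtin expression switched on by the ecdysone agonist tebufenozide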
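Cells were plated at 1500 per well in phenol red-free DMEM with 5% equine and 5% calf serum. Tebufenozide (100 nM final) and compounds were added, then ATPlite reagent, and luminescence was read.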
TR SRC2 fluor cs – counter-screen for TRb-SRC2 inhibitors: fluorescence interference | Potency, µM (doses to about 106 µM), for inactives: top-dose fluorescence change, negative = quenching | TRb/SRC2 Texas Red total fluorescence interference | AID 1479 | 280,000 tested, 0.29% active; active = well fitted curve in either direction with a large enough effect; inconclusive = small, poorly fitted or top-dose-only effect; also: % is scaled to controls: 0 for no effect and ±100 for the full control effect
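Human TRβ ligand-binding domain (0.6 uM) and Texas Red SRC2 peptide (20 nM) in Tris buffer with 1 uM T3 and 5% DMSO were incubated with pinned compound for 5 hr at ambient temperature. Total fluorescence was computed as S + 2P (555/632 nm).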
L3MBTL1 block – L3MBTL1 (human) inhibition; Q9Y468; AlphaScreen L3MBTL1–H3K9me1 peptide binding; Potency, µM (top dose mostly 57.1 µM), for the others: at the top dose activity, negative = inhibition, usual class: inhibitors; 230,000 tested, 0.66% active; also: % is scaled to controls: 0 for no effect and ±100 for the full control effect; nearly all actives have a fitted effect of over 60% in size
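L3MBTL1 50 nM + b-AHA-H3(1-15)K9me1 75 nM, 30 min RT; compound added, 30 min RT; streptavidin donor/Ni-chelate acceptor beads 10 ug/mL each final, 30 min RT dark; AlphaScreen read.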
Active calls of the source: *; i = inactive; ? = inconclusive; / = no result given; [ ] = remark or other dose. Unless noted, calls follow the shape of the dose curve; as a rule, active = well fitted curve in the direction sought with a large enough effect; inconclusive = small, poorly fitted or top-dose-only effect, or another doubt; inactive = no such curve, though single readings can be large; an effect the other way counts as inactive or inconclusive. Potency is read from the fitted curve at half-maximal effect. Not all compounds are listed (hit frequency here may not be typical).

1: O=C(COc1ccc(Cl)cc1Cl)N1CCN(c2ccccn2)CC1
2: O=C1CC(c2ccccc2)=Nc2ccc(Br)cc2N1
3: COc1ccccc1N1CCN(CC(=O)Nc2cc(F)ccc2C)CC1
4: COc1ccc(CCNC(=O)c2c[nH]n3c(=O)c(Cc4ccccc4Cl)c(C)nc23)cc1OC
5: COc1ccc(-c2cc(C(=O)Nc3cnn(Cc4ccc(F)cc4)c3)no2)cc1OC
6: Cc1cc(C)n(CC(=O)NCc2cc(-c3nn(C)c(=O)c4ccccc34)ccc2C)n1
7: CCCCN(Cc1cc2ccccc2[nH]c1=O)C(=O)c1cccc(Cl)c1
8: O=C(NNC1=C(C(=O)C(F)(F)F)CCC1)c1ccccc1O

Screen / compound no.	1	2	3	4	5	6	7	8
Tau FP inhib	-3%	6%	12%	4%	-4%	-6%	-2%	9%
Tau ThT inhib	-4%	-5%	-17%	-10%	5%	-19%	2%	?
TRb-SRC2 inh	12%	5%	-3%	3%	-1%	-4%	-2%	-1%
Tau fluor cs	-9%	-17%	-17%	-1%	-5%	-1%	-9%	-18%
RECQ1 inh	i	0%	-13%	/	/	i	/	-18%
HTT ATP protect	-26%	-39%[inhibitor]	12%	/	/	18%[0.074 µM]	/	-74%[inhibitor]
TR SRC2 fluor cs	-1%	-3%	-4%	-3%	-5%	-5%	1%	-1%
L3MBTL1 block	-9%	-7%	/	/	/	-2%	/	/

9: CC(=O)NCC(=O)N[C@@H](CC(=O)OCc1ccccc1)C(=O)OCc1ccccc1
10: O=C(c1cnn2c(C(F)(F)F)cc(-c3ccco3)nc12)N1CCCCCC1
11: CCc1c(C(=O)Nc2ccccc2)c(C)[nH]c(=S)c1C#N
12: CCOc1ccc(C(=O)Nc2cnn(Cc3ccc(Cl)c(Cl)c3)c2)cc1
13: CCOc1ccc(NS(=O)(=O)c2ccc(NC(=O)[C@@H]3CCCC[C@@H]3C(=O)O)cc2)cc1
14: COc1cc(NC(=O)c2cc3ccccc3o2)c(OC)cc1Cl
15: CCn1cc2nc(SCc3cccc(C(F)(F)F)c3)n(Cc3ccc(Cl)cc3)c(=O)c2n1
16: O=C1CSC(c2cccnc2)N1c1ccc(F)cc1 (centres undefined)

Screen / compound no.	9	10	11	12	13	14	15	16
Tau FP inhib	-5%	-4%	-6%	?	5%	-9%	4%	8%
Tau ThT inhib	-3%	4%	-21%	-13%	-11%	-9%	-17%	-7%
TRb-SRC2 inh	-2%	1%	-5%	12%	4%	-2%	5%	5%
Tau fluor cs	-3%	2%	-10%	?	-12%	-4%	-15%	4%
RECQ1 inh	-1%	1%	i	-3%	-3%	-14%	/	i
HTT ATP protect	-1%[10 µM]	-4%	-11%	-70%[inhibitor]	/	-5%	/	-5%
TR SRC2 fluor cs	3%	1%	1%	1%	-4%	1%	0%	0%
L3MBTL1 block	5%	-4%	/	1%	11%	7%	/	/

17: CC(C)C[C@@H]1NC(=O)[C@H](Cc2ccc(O)cc2)NC(=O)[C@H](CCC(N)=O)NC(=O)c2cc([N+](=O)[O-])cc(I)c2NCC[C@@H](C(N)=O)NC1=O
18: O=C(O)C(Cc1ccccc1)N1C(=O)/C(=C/c2ccccc2)SC1=S (centres undefined)
19: CCOC(=O)c1ccc(NC(=S)NCCc2ccc(OC)c(OC)c2)cc1
20: Nc1nnc(CC(c2ccccc2)c2ccccc2)s1
21: Cc1cccc(Cn2c(CNC(=O)c3ccccc3)nc3ccccc32)c1
22: COC(=O)CC1C(C)(C)C(OC(C)=O)C2[C@H](OC(C)=O)[C@]34O[C@]2(O)[C@]1(C)C3CC[C@]1(C)C4=CC(=O)OC1c1ccoc1 (some centres undefined)
23: COc1ccc(N2CC(NC(=O)N(C)CCC#N)CC2=O)cc1 (centres undefined)
24: Cc1noc(NS(=O)(=O)c2ccc(NC(=O)CCN3C(=O)c4ccccc4C3=O)cc2)c1C

Screen / compound no.	17	18	19	20	21	22	23	24
Tau FP inhib	-4%	0%	?	-1%	2%	1%	-5%	2%
Tau ThT inhib	-20%	?	-1%	-10%	?	?	-2%	-6%
TRb-SRC2 inh	6%	2%	-3%	-5%	-1%	-3%	5%	3%
Tau fluor cs	-14%	0%	?	-12%	-12%	-6%	-8%	1%
RECQ1 inh	-14%	9%	-18%	14%	/	-19%	-11%	7%
HTT ATP protect	/	19%[10 µM]	5%[10 µM]	13%	/	-31%[inhibitor]	-15%	/
TR SRC2 fluor cs	-2%	-2%	-2%	-1%	4%	-2%	1%	-2%
L3MBTL1 block	-2%	-28%	3%	/	/	/	/	-2%

25: COc1cc(C)c(Cl)cc1S(=O)(=O)N1CCCC1
26: COc1ccc(Cn2c(=O)[nH]c3cc(C(=O)N4CCN(c5cccc(OC)c5)CC4)ccc3c2=O)cc1
27: COC(=O)c1ccc(Oc2ccc3nncn3n2)cc1
28: C/C(=N\O)C(C)(C)Nc1ccc(Cl)cc1
29: CC(=O)c1ccccc1OC(=O)CCN1C(=O)C2C3C=CC(C4CC34)C2C1=O (centres undefined)
30: COC(=O)c1c(N2C(=O)Nc3ccccc3N2O)sc2c1CCCC2
31: CCSc1cc(Cl)nc(N)n1
32: Cc1ccc(C)n1C(CC(=O)O)c1ccc(C#N)cc1 (centres undefined)

Screen / compound no.	25	26	27	28	29	30	31	32
Tau FP inhib	3%	-6%	-6%	7%	5%	8%	1%	-9%
Tau ThT inhib	-1%	-11%	-8%	14%	-10%	-2%	1%	?
TRb-SRC2 inh	6%	0%	6%	0%	0%	5%	-3%	-5%
Tau fluor cs	-11%	?	-7%	16%	-5%	5%	5%	-7%
RECQ1 inh	i	/	-8%	-4%	i	-2%	i	-12%
HTT ATP protect	-11%	/	-4%[10 µM]	6%[10 µM]	2%	17%[10 µM]	22%[10 µM]	2%
TR SRC2 fluor cs	1%	0%	6%	-5%	-2%	-2%	-3%	2%
L3MBTL1 block	7%	/	3%	0%	4%	8%	9%	?

5 compounds picked at random from those above:
25: COc1cc(C)c(Cl)cc1S(=O)(=O)N1CCCC1
30: COC(=O)c1c(N2C(=O)Nc3ccccc3N2O)sc2c1CCCC2
27: COC(=O)c1ccc(Oc2ccc3nncn3n2)cc1
26: COc1ccc(Cn2c(=O)[nH]c3cc(C(=O)N4CCN(c5cccc(OC)c5)CC4)ccc3c2=O)cc1
31: CCSc1cc(Cl)nc(N)n1

Screen / compound no.	25	30	27	26	31
Tau FP inhib	3%	8%	-6%	-6%	1%
Tau ThT inhib	-1%	-2%	-8%	-11%	1%
TRb-SRC2 inh	6%	5%	6%	0%	-3%
Tau fluor cs	-11%	5%	-7%	?	5%
RECQ1 inh	i	-2%	-8%	/	i
HTT ATP protect	-11%	17%[10 µM]	-4%[10 µM]	/	22%[10 µM]
TR SRC2 fluor cs	1%	-2%	6%	0%	-3%
L3MBTL1 block	7%	8%	3%	/	9%

Arranged by molecular weight (lowest first): 4 of the compounds above
31: CCSc1cc(Cl)nc(N)n1
28: C/C(=N\O)C(C)(C)Nc1ccc(Cl)cc1
27: COC(=O)c1ccc(Oc2ccc3nncn3n2)cc1
30: COC(=O)c1c(N2C(=O)Nc3ccccc3N2O)sc2c1CCCC2

Screen / compound no.	31	28	27	30
Tau FP inhib	1%	7%	-6%	8%
Tau ThT inhib	1%	14%	-8%	-2%
TRb-SRC2 inh	-3%	0%	6%	5%
Tau fluor cs	5%	16%	-7%	5%
RECQ1 inh	i	-4%	-8%	-2%
HTT ATP protect	22%[10 µM]	6%[10 µM]	-4%[10 µM]	17%[10 µM]
TR SRC2 fluor cs	-3%	-5%	6%	-2%
L3MBTL1 block	9%	0%	3%	8%

Next section.
33: CNC(=O)C1CCCN(c2nnc(C)c3c(C)n(-c4ccccc4)nc23)C1 (centres undefined)
34: CCOc1cc(NC(=S)NCCCN2CCOCC2)c(OCC)cc1NC(=O)C(C)C
35: CCN1C(=O)/C(=C/c2ccc(OC)c(OC)c2)N=C1SCC(=O)NCc1ccco1
36: COc1ccc(-c2nnc(SCC(=O)NCCc3ccc(OC)c(OC)c3)nc2-c2ccc(OC)cc2)cc1
37: CCCCC(=O)Nc1cccc2c1C(=O)N(c1ccccc1)C2=O
38: CCn1cc(C(=O)NCCCOC)c(=O)c2cc(S(=O)(=O)N3CCCC3)ccc21
39: CCc1c(C(=O)Nc2cc(C)ccc2OC)[nH]c(C)c1C(C)=O
40: CSc1ccc(CNc2ccccn2)cc1
41: O=[N+]([O-])c1ccc2[nH]nc(-c3ccccc3)c2c1
42: O=C(COc1cccc2ccccc12)NNC(=O)CSCCO
43: CC(C)(C)OC(=O)CNC(=O)c1[nH]cnc1C(=O)N[C@@H](CCCCNC(=O)OC(C)(C)C)C(=O)OC(C)(C)C

Screen / compound no.	33	34	35	36	37	38	39	40	41	42	43
Tau FP inhib	-1%	4%	0%	2%	5%	-14%	13%	2%	?	0%	2%
Tau ThT inhib	8%	-6%	-15%	-14%	-10%	-2%	-3%	-16%	-8%	-12%	-3%
TRb-SRC2 inh	5%	-4%	4%	8%	4%	-4%	-8%	0%	3%	-1%	8%
Tau fluor cs	7%	-5%	-10%	-19%	-9%	-9%	-5%	-9%	?	-2%	-14%
RECQ1 inh	/	9%	-3%	/	i	/	-16%	i	-14%	1%	i
HTT ATP protect	/	16%[10 µM]	/	/	6%	/	0%[1.9 µM]	-20%	-4%[0.074 µM]	/	10%[10 µM]
TR SRC2 fluor cs	-2%	-5%	-2%	-3%	1%	-2%	1%	-2%	-2%	0%	-3%
L3MBTL1 block	/	-1%	6%	/	/	/	-5%	-4%	-11%	12%	/

Compound activity (PubChem BioAssay)
